Screens as filed in PubChem.
HT1080NT lethal = kills 2HG-producing HT-1080-NT fibrosarcoma cells | HT-1080-NT fibrosarcoma viability, CellTiter-Glo ATP luminescence, 48 h | AID 686970 | Potency, µM (top dose mostly 46.1 µM), inactives show at the top dose activity, negative = less viability, actives largely listed as cytotoxic | 360,000 compounds, 1.6% hits;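 further: NT is the 2HG producing partner of a matched IDH1 knockdown line; potency means the concentration at half of the fitted maximal effect; 0% = DMSO-treated cells and -100% = media-only wells without cells; nearly all actives have a fitted effect of over 55% in size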
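Compounds were tested in concentration-response format on HT-1080-NT cells for 48 hours at 37 degrees C. Cell viability came from CellTiter-Glo luminescence; curves were classified by r2, response magnitude and activity.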
IL-1B inflam inh = inflammasome signaling inhibition, IL-1 beta readout; THP-1 LPS/ATP IL-1B secretion, AlphaLISA, 16 h; hits give low values; activity change, % at 57.5 µM; AID 743279; 360,000 compounds, 4.7% hits; in the data active means activity change below about -50%; inconclusive means mostly about -30% to -49%; further: on the % scale 0 is the no-effect control and ±100 the full control effect
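THP-1 cells pretreated 1 hr with compounds (up to 57.5 uM final), then stimulated with LPS (250 ng/mL final) plus ATP (1.25 mM final); secreted IL-1B measured by AlphaLISA after 16 hr, decreased signal indicating inhibition.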
KB-V1 MDR tox = kills drug-selected multidrug resistant KB-V1 cells; KB-V1 MDR cells viability, CellTiter-Glo, 72 h; Potency, µM (titrated, usually from 46.1 µM), inactives show at the top dose activity change, negative = cytotoxicity, hits mostly cytotoxic; 400,000 compounds, 3.4% hits; further: potency means the concentration at half of the fitted maximal effect; on the % scale 0 is the no-effect control and ±100 the full control effect; nearly all actives have a fitted effect of over 60% in size
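Readout: CellTiter-Glo luminescence, 10 min after addition. Cells: KB-V1 MDR subline, 72 h at 37 degrees C with compound. Analysis: corrected, normalized data fitted to concentration-effect curves.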
KB-3-1 tox = kills parental KB-3-1 adenocarcinoma cells. 400,000 compounds, 1.4% hits. KB-3-1 viability, CellTiter-Glo ATP luminescence, 72 h. Potency, µM (titrated, usually from 46.1 µM), inactives show top-dose activity change, negative = cytotoxic, most hits filed as cytotoxic; further: potency means the concentration at half of the fitted maximal effect; on the % scale 0 is the no-effect control and ±100 the full control effect; nearly all actives have a fitted effect of over 60% in size
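Multi-concentration cytotoxicity screen in KB-3-1 cells grown in DMEM lacking phenol red with 10% FBS. After 72 h at 37 °C with compound, ATP-dependent luminescence was recorded.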
HT1080 IDH1KD tx = HT-1080 IDH1 knockdown cell toxicity (counter line). 360,000 compounds, 2% hits. HT-1080 IDH1 knockdown viability, ATP luminescence, 48 h. Potency, µM (titrated, usually from 46.1 µM), for inactives: at the highest dose activity, negative = toxicity, hits mostly cytotoxic;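 further: potency means the concentration at half of the fitted maximal effect; 0% = DMSO wells and -100% = cell-free medium wells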
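Luminescent ATP read-out (CellTiter-Glo, 10 min at room temperature) after 48 h compound exposure at 37 °C gave viability of IDH1-knockdown HT-1080 cells. Activity was normalised to DMSO and cell-free wells, then fitted as concentration-response curves.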
ATXN2 expr inh = reduces ATXN2 reporter expression in HEK-293 cells. HEK-293 ATXN2-luciferase reporter, luminescence, 24 h. Potency, µM (top dose mostly 57 µM), for the others: top-dose activity change, negative = inhibition, usual class: inhibitors. 360,000 compounds, 0.72% hits; further: potency means the concentration at half of the fitted maximal effect; on the % scale 0 is the no-effect control and ±100 the full control effect; nearly all actives have a fitted effect of over 55% in size
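ATXN2-luciferase reporter cells (luciferase flanked by upstream and downstream ATXN2 gene portions) were treated 24 h at 37 °C with compounds at up to 57 uM. SteadyGlo luminescence gave expression; GF-AFC fluorescence gave viability.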
MCF10A rereplic = inducers of DNA re-replication in MCF 10A breast cells | MCF 10A DNA re-replication, Hoechst nuclear intensity, 48 h | Potency, µM (series often up to 46.1 µM), without a hit: at the highest dose activity, positive = re-replication, usual class: activators | 350,000 compounds, 2.9% hits; further: potency means the concentration at half of the fitted maximal effect; % of control where 0% means no effect; nearly all actives have a fitted effect of over 50% in size
WRN helicase inh = blocks human WRN helicase | Potency, µM (series often up to 114 µM), without a hit: at the top dose activity change, negative = inhibition, most hits filed as inhibitors | Q14191 | AID 651768 | 360,000 compounds, 0.46% hits | WRN helicase unwinding, fluorescent forked duplex, kinetic; further: potency means the concentration at half of the fitted maximal effect; on the % scale 0 is the no-effect control and ±100 the full control effect; nearly all actives have a fitted effect of over 55% in size
Target sequence (Q14191 whole entry, looked up): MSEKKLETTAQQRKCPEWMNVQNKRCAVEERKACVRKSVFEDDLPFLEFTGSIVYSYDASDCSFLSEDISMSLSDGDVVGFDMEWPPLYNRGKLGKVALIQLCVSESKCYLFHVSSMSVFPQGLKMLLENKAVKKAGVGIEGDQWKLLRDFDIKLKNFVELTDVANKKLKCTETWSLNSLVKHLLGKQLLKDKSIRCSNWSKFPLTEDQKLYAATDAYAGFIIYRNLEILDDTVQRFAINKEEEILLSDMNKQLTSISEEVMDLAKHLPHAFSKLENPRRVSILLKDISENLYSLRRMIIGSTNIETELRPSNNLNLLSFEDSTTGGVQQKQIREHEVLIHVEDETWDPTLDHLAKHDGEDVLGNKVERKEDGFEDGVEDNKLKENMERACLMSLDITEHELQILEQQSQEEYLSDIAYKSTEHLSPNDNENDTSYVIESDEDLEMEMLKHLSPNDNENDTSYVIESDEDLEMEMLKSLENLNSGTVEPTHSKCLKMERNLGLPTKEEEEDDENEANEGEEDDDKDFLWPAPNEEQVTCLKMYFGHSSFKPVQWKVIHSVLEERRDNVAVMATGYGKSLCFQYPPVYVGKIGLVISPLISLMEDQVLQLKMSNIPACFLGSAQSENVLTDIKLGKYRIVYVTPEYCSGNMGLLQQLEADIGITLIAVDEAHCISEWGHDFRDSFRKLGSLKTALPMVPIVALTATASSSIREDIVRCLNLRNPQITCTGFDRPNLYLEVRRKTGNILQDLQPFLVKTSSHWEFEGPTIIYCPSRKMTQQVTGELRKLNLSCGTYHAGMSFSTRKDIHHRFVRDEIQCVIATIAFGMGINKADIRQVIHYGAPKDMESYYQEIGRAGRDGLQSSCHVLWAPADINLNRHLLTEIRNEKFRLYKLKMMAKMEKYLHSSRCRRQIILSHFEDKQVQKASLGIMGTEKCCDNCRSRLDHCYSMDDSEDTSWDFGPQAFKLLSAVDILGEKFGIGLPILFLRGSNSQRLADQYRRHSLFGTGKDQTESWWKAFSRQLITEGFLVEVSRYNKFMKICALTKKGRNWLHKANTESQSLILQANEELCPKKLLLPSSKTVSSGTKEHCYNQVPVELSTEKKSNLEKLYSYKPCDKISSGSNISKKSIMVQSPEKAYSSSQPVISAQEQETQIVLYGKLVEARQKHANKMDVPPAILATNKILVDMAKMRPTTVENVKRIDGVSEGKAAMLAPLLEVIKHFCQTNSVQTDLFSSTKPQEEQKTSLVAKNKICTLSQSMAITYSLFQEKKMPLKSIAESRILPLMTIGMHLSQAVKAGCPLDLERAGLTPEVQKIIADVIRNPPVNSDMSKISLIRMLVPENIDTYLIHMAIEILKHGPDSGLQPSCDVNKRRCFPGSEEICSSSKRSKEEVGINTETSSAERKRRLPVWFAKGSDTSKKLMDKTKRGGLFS
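Primary qHTS, 1536-well format. 20 nM WRN + compound, 15 min RT; start with 100 nM forked fluorophore/quencher duplex, 2 mM ATP (final); kinetic read ex 525/em 598 nm.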
SW480 rereplic = inducers of DNA re-replication in SW480 colon cancer cells. SW480 DNA re-replication, Hoechst DNA content imaging, 48 h. 340,000 compounds, 1.8% hits. Potency, µM (titrated, usually from 46.1 µM), inactives show at the top dose re-replication activation, hits mostly activators. AID 624297; further: potency means the concentration at half of the fitted maximal effect; % of control where 0% means no effect; nearly all actives have a fitted effect of over 55% in size
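Readout is total intensity of Hoechst-stained nuclei, excited at 405 nm and collected at 500-530 nm. Compound treatment lasted 48 hr at 37 C in 5% CO2 before staining.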
The depositor's hits bear a star; u = inconclusive; x = not tested or not shown; & = joins results of further samples; [ ] = another dose, or the depositor's remark. Unless noted, the call rests on the fitted dose curve; in most records, active means well fitted curve in the direction sought with a large enough effect; inconclusive means small, poorly fitted or top-dose-only effect, or another doubt; inactive means no such curve, though single readings can be large; an effect the other way counts as inactive or inconclusive. These rows are one share of the data; count on the stated rates, not on these rows.

SMILES	HT1080NT lethal	IL-1B inflam inh	KB-V1 MDR tox	KB-3-1 tox	HT1080 IDH1KD tx	ATXN2 expr inh	MCF10A rereplic	WRN helicase inh	SW480 rereplic
COc1cccc(C)c1NC1=NCCO1	0.8%	5.0	-1.2%	0.0%	-15.8%	x	x	2.5%	x
CCOC(=O)C(O)(c1ccc(N(C)C(=O)c2ccc(Cl)c(Cl)c2)cc1)C(F)(F)F (stereo unspecified)	4.2%	19.1	u	11.0%	0.7%	1.3%	9.2%	-1.7%	2.2%
COC(=O)C1C2c3ccccc3OC1(C)N=c1s/c(=C/c3cn(C)nc3C)c(=O)n12 (stereo unspecified)	-16.6%	22.8	9.1%	7.5%	-8.7%	55.1%[activator]	8.4%	2.6%	-34.1%[inhibitor]
CCN1CCN(C(=O)COc2ccc(S(=O)(=O)NC(C)C)cc2)CC1	15.5%	28.0	3.7%	-5.9%	5.6%	4.6%	-2.1%	2.2%	-1.4%
CC(C)OP(=O)(OC(C)C)C(NCc1ccccc1)c1ccccc1 (stereo unspecified)	1.0%	-19.3	-12.4%	-11.4%	0.5%	-20.0%	-1.8%	-2.1%	-0.7%
C=CCn1c(=O)c(C=Nc2c(OC)cccc2[N+](=O)[O-])c(O)n(CCCC)c1=O	-1.4%	67.4	-2.7%	22.3%	-9.3%	-23.3%	7.31µM*	-15.1%	u
COC(=O)C1=COC(C)C2CN3CCC4(C(=O)Nc5ccccc54)C3CC12 (stereo unspecified)	2.6%	-28.7	-0.2%	-16.7%	-7.3%	-1.1%	10.2%	-7.2%	4.9%
CCn1c(O)c(/C=N/NC(=O)c2ccccc2)c(=O)n(CC)c1=S	0.0%	137.8	-2.2%	u	-8.4%	u	u	u	18.4µM*
COC(=O)C1=C(c2ccccc2)C[C@@H]2CC[C@H]1N2C(=O)NCc1ccc(C(F)(F)F)cc1	0.0%	-23.3	4.1%	-9.5%	-1.4%	-7.4%	-2.1%	-7.0%	-6.4%
C=CCN1CCC2(C)c3cc(O)ccc3CC1C2C (stereo unspecified)	-1.8%	-14.7	-0.2%	0.0%	-4.1%	-9.3%	6.9%	0.8%	2.3%
O=C(Cc1ccccc1)N1CCN(Cc2cccnc2)CC1	16.2%	1.7	4.1%	-8.3%	-22.8%	5.0%	-0.2%	-23.5%[57.1 µM]	-1.4%
CCOP(=S)(OCC)SCSP(=S)(OCC)OCC	-1.0%	1.9	-5.0%	-9.2%	-1.4%	-9.2%	-0.9%	-4.6%	-2.4%
Cc1ccc(N(C)C(=O)Oc2ccc(C(=O)c3ccc(Cl)cc3)cc2)cc1	0.2%	-19.4	u	-9.2%	6.7%	-16.9%	3.3%	-2.0%	4.9%
N#CCCn1cc(C(=O)Nc2ccccc2Br)c(-c2ccc3c(c2)OCCO3)n1	-3.5%	0.0	u	-5.3%	-8.5%	-10.0%	-1.4%	-4.5%	-1.7%
CCOC(=O)CNC(=O)N1Cc2ccccc2-n2nncc2C1	8.6%	28.0	-14.6%	-1.1%	-6.7%	4.2%	x	-0.1%	x
O=C1OC(=O)C2C1[C@@H]1CC[C@H]2O1 (stereo partly specified)	u	18.4	-10.2%	u	u	1.8%	u	8.1%	1.3%
Clc1cccc(N2CCNCC2)c1	-13.2%	-14.0	-0.2%	0.0%	-0.3%	-8.9%&4.1%	-0.6%&9.3%	5.0%	-37.9%&0.5%[inhibitor]
O=C(Nc1ccccc1F)OC1CN2CCC1CC2 (stereo unspecified)	-0.2%	-5.3	1.6%	2.3%	0.0%	-2.5%	2.5%	7.6%	-7.5%
CC(=O)N1N=C2C3CCN(CC3)C2C1c1ccc(Br)cc1 (stereo unspecified)	1.0%	0.0	-10.3%	0.5%	2.0%	x	-2.9%	-4.0%	-2.2%
O=C(CN1CC=C(c2ccccc2)CC1)Nc1c(Cl)cccc1Cl	8.1%	-15.5	-21.4%	-16.0%	0.4%	-11.2%	13.7%	-13.4%	-5.4%
O=[N+]([O-])c1ccc2c(c1)C(c1ccccc1)=NCCN2	-20.5%	-15.2	u	-13.8%	-18.6%	u	3.2%	0.8%	5.4%
CCc1ccc(N2NC(=O)/C(=C/C=C/c3ccco3)C2=O)cc1	6.7%	-5.2	-3.0%	-1.9%	4.6%	-10.4%	20.6µM*	u	17.0%
c1ccc2nc3ccccc3nc2c1	-2.8%	-16.5	0.0%	-18.3%	-5.9%	6.4%	u	-11.9%	17.9%
O=C(/C=C/c1ccc(F)cc1)NNC(=O)CCN1CCN(Cc2ccccc2)CC1	0.5%	-20.3	0.0%	u	-22.0%	-13.4%	10.3µM*	4.0%	u
CC(=O)O[C@H]1[C@H]2O[C@]23[C@@H]2CC[C@]4(O)C[C@@H](O)CC[C@]4(C)C2CC[C@]3(C)[C@H]1c1ccc(=O)oc1 (stereo partly specified)	0.82µM*	u	-53.4%	u	0.0146µM*	0.316µM*	19.2%	-0.3%	0.1%

Later entries.
SMILES	HT1080NT lethal	IL-1B inflam inh	KB-V1 MDR tox	KB-3-1 tox	HT1080 IDH1KD tx	ATXN2 expr inh	MCF10A rereplic	WRN helicase inh	SW480 rereplic
Cc1c(N)c(C)c([N+](=O)[O-])c(C)c1[N+](=O)[O-]	-0.9%	28.5	u	-4.8%	2.6%	x	-1.7%	-0.6%	-50.7%[inhibitor]
CCOC(=O)[C@]12Cc3cc4c(cc3[C@H]1N(Cc1ccccc1)C(=O)c1ccccc12)OCO4	-5.5%	-21.6	u	u	-14.3%	u	-35.7%[inhibitor]	-4.6%	-4.6%[9.22 µM]
COc1ccc(OC)c(-n2c(O)c(C=NCc3ccc4c(c3)OCO4)c(=O)[nH]c2=O)c1	-1.3%	-14.3	6.0%	-3.9%	-5.0%	0.4%	7.4%	4.8%	-7.1%
O=C1NC(=O)N(CCC2=CCCCC2)C(=O)/C1=C/c1cccs1	-6.4%	u	-5.8%	-8.7%	-7.2%	0.5%	u	u	11.3%
CC(C)CN1CCN(Cc2ccc(F)cc2Cl)CC1CCO (stereo unspecified)	20.7%	26.8	-21.6%	-14.9%	-0.7%	-3.7%	3.3%	4.3%	-15.7%
O=[N+]([O-])c1ccc(NCCCN2CCOCC2)c2ncccc12	6.5%	5.8	-11.8%	-1.3%	0.5%	-9.5%	-4.1%	1.6%	-13.7%
COCCNC(=O)c1c(N)n(Cc2ccco2)c2nc3ccccc3nc12	-28.0%	-5.6	-1.5%	-5.6%	u	-18.6%	-7.1%	-18.8%	-0.7%
COc1ccc(C2/C=C\CN(C(=O)Oc3ccc(C(F)(F)F)cc3)CC(=O)N2Cc2ccc(F)cc2)cc1 (stereo unspecified)	-9.8%	52.9	-0.8%	0.0%	-3.5%	-14.9%	u	-5.7%	22.3%
CN(C)/C=c1\sc2c(C#N)cc(C(=O)c3ccc(Br)cc3)n2c1=O	4.5%	2.3	20.6%	8.4%	4.1%	2.3%	u	-8.2%	0.3%
Cc1cc(NC(=O)C(Cl)(Cl)Cl)no1	2.3%	4.3	0.0%	1.5%	2.9%	4.3%	2.0%	-11.2%	-2.2%[9.22 µM]
CCC12CN3CCN(CC(C3)/C1=N/NC(N)=O)C2	16.2%	10.7	8.6%	0.0%	18.8%	-2.8%	3.1%	-3.1%	0.8%
O=c1cccc2n1CC1CC2CN(Cc2c(Cl)cccc2Cl)C1 (stereo unspecified)	-14.9%	-6.0	-4.8%	u	-21.6%	2.1%	2.9%	-1.7%	0.1%
CC(C)c1ccc(NC(=O)CSc2nnc(OC(=O)N(C)C)n2C2CC2)cc1	0.1%	73.4	-5.6%	-14.3%	1.5%	-8.0%	-24.5%	2.0%	-1.0%
CCOC(=O)Cn1cc(C(=O)c2ccccc2F)c2ccccc21	4.6%	13.6	-1.5%	18.1%	4.1%	8.4%	-1.6%	1.3%	-4.3%
O=C(CCC(=O)N1C[C@H]2C[C@@H](C1)c1cccc(=O)n1C2)NCc1cccc(C(F)(F)F)c1	-1.9%	18.0	-17.3%	-0.1%	u	-8.6%	-4.3%	4.3%	7.0%
O=C(CCN1CCCCC1)Nc1ccc(Br)cc1C(=O)c1ccccc1	u	u	-3.3%	-3.5%	-7.6%	-14.7%	u	-0.5%	0.2%
Cc1ccccc1CS(=O)(=O)Cc1ccc(C(=O)N2CCC3(CC2)OCCO3)o1	12.4%	9.3	u	2.1%	13.2%	10.2%	12.5%	7.1%	-14.5%
COc1cccc(C(=O)C2CCCN(Cc3cnn(C(C)C)c3)C2)c1 (stereo unspecified)	-1.0%	83.2	-21.7%	-0.9%	-13.4%	x	-6.0%	2.5%	24.4%
O=c1[nH]c(=S)n(-c2ccc(Cl)cc2)c(O)c1/C=N/N1CCOCC1	-1.6%	-0.3	-13.0%	-16.2%	0.3%	3.2%	1.1%	2.8%	-4.9%

Record cards, from the list above.
Entry for `O=c1cccc2n1CC1CC2CN(Cc2c(Cl)cccc2Cl)C1` (stereo unspecified) → HT1080NT lethal = -14.9%; IL-1B inflam inh = -6.0; KB-V1 MDR tox = -4.8%; KB-3-1 tox = u; HT1080 IDH1KD tx = -21.6%; ATXN2 expr inh = 2.1%; MCF10A rereplic = 2.9%; WRN helicase inh = -1.7%; SW480 rereplic = 0.1%
Entry for `COc1ccc(OC)c(-n2c(O)c(C=NCc3ccc4c(c3)OCO4)c(=O)[nH]c2=O)c1` → HT1080NT lethal = -1.3%; IL-1B inflam inh = -14.3; KB-V1 MDR tox = 6.0%; KB-3-1 tox = -3.9%; HT1080 IDH1KD tx = -5.0%; ATXN2 expr inh = 0.4%; MCF10A rereplic = 7.4%; WRN helicase inh = 4.8%; SW480 rereplic = -7.1%
